Rab7 wt modul: dog Rab7 wildtype GTP binding, inhibitors and activators; GST-Rab7 beads, fluorescent GTP binding, flow cytometry; actives lie on both sides; untreated = 100%, excess cold GTP = 0%; GTP binding activity (percent of control), % at 10 µM; 0.055% of 190,000 active;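 active = fluorescent GTP binding to Rab7 beads changed by at least 20 points from the 100% baseline, either direction, mostly lower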;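 note: median green fluorescence of bound Bodipy-FL-GTP per Rab7 bead population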
Cdc42 wt GTP: modulators (inhibitors or activators) of GTP binding to human Cdc42 wildtype; GST-Cdc42 beads, Bodipy-GTP binding, flow cytometry; actives lie on both sides; percent activity (GTP binding), % at 10 µM; 0.2% of 190,000 active; AID 761;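 active = percent activity GTP binding at least 20 points away from the 100% baseline, either down as inhibitor or up as activator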;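 note: median bead fluorescence of bound Bodipy-FL-GTP at 100 nM; 0% = excess unlabeled GTP control and 100% = no compound control; below 100% means less GTP binding so inhibitor and above means activator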
Target sequence (P60953 whole entry, looked up): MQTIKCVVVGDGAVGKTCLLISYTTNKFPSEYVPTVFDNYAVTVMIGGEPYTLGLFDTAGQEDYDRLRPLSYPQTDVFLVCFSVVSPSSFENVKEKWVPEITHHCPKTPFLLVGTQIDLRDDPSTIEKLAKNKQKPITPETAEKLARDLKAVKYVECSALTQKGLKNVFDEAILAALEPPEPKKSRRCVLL
HRas wt GTP bind: changes GTP binding to wildtype human HRas | P01112 | GST-Ras wt beads, Bodipy-FL-GTP binding, flow cytometry; actives lie on both sides | GTP binding activity, % at 10 µM | 0.14% of 190,000 active | AID 759;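 active = GTP binding activity at least 20% away from the 100% baseline, either lowered as inhibitor or raised as activator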;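 note: 0% = unlabeled GTP competition control and 100% = no-compound control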
Target sequence (P01112 whole entry, looked up): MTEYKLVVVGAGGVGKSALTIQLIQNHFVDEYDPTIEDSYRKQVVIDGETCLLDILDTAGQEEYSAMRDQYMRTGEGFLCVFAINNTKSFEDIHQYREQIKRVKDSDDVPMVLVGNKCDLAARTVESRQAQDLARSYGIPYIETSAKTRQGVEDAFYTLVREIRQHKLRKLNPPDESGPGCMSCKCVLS
Avidin bead fluor: avidin bead compound fluorescence profile; 0.38% of 220,000 active; Avidin beads, compound fluorescence 488/530 nm, flow cytometry; stronger effect = higher value; fluorescence (KMESF) at 10 µM; in the data active = fluorescence above about 47; note: inactives centre near 10
Pf gamet viab: inhibitors of late stage P. falciparum gametocyte viability; inhibition, % at 10.9 µM; 0.065% of 150,000 active; AID 743093; P. falciparum stage V gametocytes, ATP luminescence, 24 h;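 active = inhibition above the mean plus 3 SD of compounds within the control limits, set per campaign, cut at about 38% in these data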;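 note: 0% = DMSO wells and 100% = medium only without gametocytes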
Rab2A wt mod: changes GTP binding to wildtype dog Rab2A, up or down; 0.19% of 190,000 active; GTP binding activity, % at 10 µM; GST-Rab2 wt beads, Bodipy-GTP binding, flow cytometry; P61105; AID 760;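 active = GTP binding activity at least 20 points away from 100%, either lowered or raised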;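 note: 0% = beads with excess unlabeled GTP and 100% = no-compound control corrected for plate trend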
Rac1 mut GTP: alters GTP binding to activated mutant human Rac1. P63000. GST-Rac1 activated beads, fluorescent GTP binding, flow cytometry; actives lie on both sides; 100% means binding = to untreated wells. percent activity (GTP binding), % at 10 µM. 0.11% of 190,000 active. AID 764;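 active = GTP binding at least 20 percentage points away from the 100% baseline, in either direction, so actives lie on both sides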
Mcl-1 Bim block: human Bim-Mcl-1 interaction inhibition; Bead-based flow cytometry, Bim peptide-Mcl-1 binding; AID 1009; inhibition, % at 10 µM; Q07820; 0.1% of 190,000 active; in the data active = inhibition above about 40%;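 note: 0% = no compound tracer wells and 100% = peptide blocker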
Target sequence (Q07820 whole entry, looked up): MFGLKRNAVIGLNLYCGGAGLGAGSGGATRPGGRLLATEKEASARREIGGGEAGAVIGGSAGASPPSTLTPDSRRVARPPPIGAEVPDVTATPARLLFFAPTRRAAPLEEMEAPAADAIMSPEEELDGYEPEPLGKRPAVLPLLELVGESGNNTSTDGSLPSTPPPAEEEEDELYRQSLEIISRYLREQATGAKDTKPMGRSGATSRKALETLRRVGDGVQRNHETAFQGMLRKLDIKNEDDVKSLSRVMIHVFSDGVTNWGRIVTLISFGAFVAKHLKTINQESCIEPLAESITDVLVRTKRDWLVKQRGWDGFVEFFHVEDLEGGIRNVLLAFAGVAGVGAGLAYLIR
Mcl1-Bid inh: disrupts binding of human Mcl-1 to Bid peptide; Q07820; 0.97% of 220,000 active; TR-FRET Mcl-1/Bid-Dy647 peptide binding, 1536-well; inhibition, % at 21.7 µM;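 active = compounds that cut the binding signal by more than half at the single screening dose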;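 note: His-tagged Mcl-1 with europium anti-His antibody binding Bid BH3 peptide; 0% = Mcl-1 plus peptide wells and 100% = peptide-only wells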
Rac1 wt GTP bind: alters GTP binding to wildtype human Rac1. P63000. GST-Rac1 beads, fluorescent GTP binding, flow cytometry; actives lie on both sides; 0 = cold GTP competed, 100 = untreated. GTP binding activity (% of control), % at 10 µM. 0.27% of 190,000 active. AID 757;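 active = GTP binding activity at least 20 points away from the 100% control level, either lower or higher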
Mcl1-Noxa inh: disrupts binding of human Mcl-1 to Noxa peptide | Q07820 | TR-FRET Mcl-1/Noxa peptide binding, 2 h | inhibition, % at 21.7 µM | 1.5% of 220,000 active;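 active = compounds that cut the protein-peptide binding signal by more than 50% relative to plate controls in a single-dose test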;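 note: His-tagged Mcl-1 with rhodamine Noxa BH3 peptide and terbium anti-His antibody; 0% = Mcl-1 plus Noxa peptide wells and 100% = peptide-only wells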
An asterisk follows results filed as active; x = no result given.

SMILES | Rab7 wt modul | Cdc42 wt GTP | HRas wt GTP bind | Avidin bead fluor | Pf gamet viab | Rab2A wt mod | Rac1 mut GTP | Mcl-1 Bim block | Mcl1-Bid inh | Rac1 wt GTP bind | Mcl1-Noxa inh
Cc1cccc(NC(=O)CCNC(=O)c2ccco2)c1 | 102 | 104 | 101 | 18 | -38 | 103 | 101 | -6 | -36 | 102 | -30
O=C(NCCCc1ccccc1)c1ccccc1 | 102 | 101 | 102 | 12 | -7 | 104 | 99 | -3 | -16 | 107 | -4
O=C(CN1CCCCC1)N1N=C(c2cccs2)CC1c1cccs1 (centres undefined) | 92 | 98 | 94 | 11 | 1 | 95 | 96 | -8 | 3 | 94 | 6
CCOC(=O)C1=C(C)NC(C)=C(C(=O)OCC)C1c1sccc1C | 99 | 96 | 98 | 8 | x | 95 | 97 | 0 | -8 | 95 | 5
COc1ccc(NC(=O)C2CCN(S(=O)(=O)c3cccc4cccnc34)CC2)cc1OC | 99 | 100 | 100 | 6 | x | 103 | 97 | 2 | -19 | 102 | 8
CC1=C(/C=C/C(C)=N\NC(=O)c2ccncc2)C(C)(C)CCC1 | 97 | 93 | 94 | 7 | -13 | 96 | 95 | 0 | -106 | 96 | -41
COC(=O)Nc1ccc(S(=O)(=O)N2CCCC(C(=O)NC3CCS(=O)(=O)C3)C2)cc1 (centres undefined) | 98 | 105 | 103 | 11 | x | 100 | 102 | -2 | -20 | 105 | 5
Cc1ccc(CNC(=O)CSCc2ccccc2F)cc1 | 96 | 98 | 100 | 11 | 5 | 95 | 95 | -2 | -11 | 99 | -6
CC(NC(=O)c1ccc(Br)cc1)c1ccc2c(c1)CCCC2 (centres undefined) | 100 | 99 | 98 | 13 | x | 97 | 97 | -4 | -43 | 101 | -4
CCc1ccc(NC(=S)NNC(=O)c2ccccc2OC(F)F)cc1 | 99 | 99 | 102 | 16 | x | 99 | 98 | -7 | -75 | 102 | -31
O=S(=O)(NCc1ccc(F)cc1)c1cccc(S(=O)(=O)N2CCOCC2)c1 | 98 | 97 | 99 | 7 | x | 99 | 96 | -5 | 28 | 102 | -9
Cc1cccc2nc(CSCc3ccco3)cn12 | 99 | 103 | 104 | 8 | -2 | 104 | 101 | 0 | -31 | 107 | 49
O=C(Cc1csc(Nc2nc(=S)[nH]c3ccccc23)n1)NCc1cccc(Cl)c1 | 101 | 102 | 101 | 37 | x | 100 | 99 | -4 | -60 | 102 | -38
CCOC(=O)C1=C(C)OC(N)=C(C(=O)OCC)C1c1cccnc1 (centres undefined) | 99 | 99 | 99 | 25 | x | 100 | 100 | 0 | 0 | 100 | 16
Cc1ccc(N(CC(=O)NC(C)c2ccccc2)S(=O)(=O)c2cccs2)cc1 (centres undefined) | 102 | 104 | 102 | 14 | x | 102 | 100 | -3 | -33 | 106 | -15
COc1ccc(Cn2cnc3c(N)c(C)c(C)cc32)cc1 | 102 | 104 | 102 | 12 | -8 | 100 | 103 | -2 | -35 | 102 | 4
O=C(NCc1ccccc1)C1=C[C@H](c2csc3ccccc23)C[C@H](OCCCCO)O1 | 98 | 96 | 95 | 7 | x | 95 | 93 | 8 | -5 | 92 | -2
CCOC(=O)c1ccc(N=c2scc(C)n2CC)cc1 | 101 | 100 | 98 | 8 | x | 99 | 97 | 3 | -17 | 100 | 13
Cc1cccc(NC(=O)N2CCN(Cc3ccc4c(c3)OCO4)CC2)c1C | 105 | 104 | 99 | 9 | 14 | 96 | 96 | -2 | -32 | 94 | -5
Cc1cc(NC(=O)C2C3C(=O)N(Cc4ccc(Cl)cc4)C(C(=O)NCc4ccccc4)C34C=CC2(C)O4)no1 (centres undefined) | 102 | 102 | 102 | 8 | x | 101 | 99 | -1 | -45 | 103 | -7
Cc1ccc(OCC(=O)NCc2ccccn2)c(Br)c1 | 102 | 101 | 101 | 11 | -23 | 100 | 98 | 14 | -8 | 106 | 14
O=C(Oc1c(-c2ccco2)oc2ccccc2c1=O)c1cccnc1 | 100 | 96 | 99 | 7 | -4 | 98 | 99 | 0 | -16 | 101 | 24
CN(C)c1nc(NCc2ccccc2)nc(N/N=C/c2ccc3c(c2)OCO3)n1 | 99 | 99 | 98 | 5 | x | 97 | 96 | -1 | 9 | 102 | 10
CC(C)CC(NC(N)=O)C(=O)Nc1cccc([N+](=O)[O-])c1 (centres undefined) | 98 | 100 | 97 | 11 | 5 | 98 | 95 | -1 | -8 | 101 | 10
Fc1ccc(NC(=S)NN=C2CCCCCC2)cc1 | 100 | 104 | 101 | 22 | 15 | 98 | 100 | -5 | -130 | 106 | -67
Cc1ccn2c(Nc3ccccc3C)c(-c3ccccn3)nc2c1 | 96 | 101 | 97 | 15 | -2 | 98 | 96 | -4 | -75 | 102 | -15
Cc1ccn2cc(CNS(=O)(=O)c3ccc4c(c3)OCCO4)nc2c1 | 99 | 101 | 101 | 7 | x | 101 | 98 | -3 | -30 | 102 | 10
Cc1cc(N2CCC(C(=O)N3CCN(c4cccc(C)c4C)CC3)CC2)n2ncnc2n1 | 97 | 96 | 94 | 4 | -50 | 97 | 97 | -4 | -22 | 96 | -5
Cc1cc(NC(=O)Cn2c(=O)c3c(ncn3CC(C)C)n(Cc3ccccc3)c2=O)no1 | 99 | 103 | 103 | 10 | x | 102 | 103 | 0 | -48 | 106 | 4
Cc1ccc(C)c(S(=O)(=O)N2CCN(CC(=O)Nc3ccc([N+](=O)[O-])cc3)CC2)c1 | 97 | 98 | 98 | 2 | 21 | 98 | 96 | -4 | -6 | 101 | 4
Cc1ccc([N+](=O)[O-])cc1S(=O)(=O)N1CCC(C)CC1 | 101 | 96 | 99 | 11 | x | 94 | 96 | -7 | -15 | 105 | 12
Cc1ccccc1NC(=O)NCCN1C(=O)C2C3C=CC(C3)C2C1=O (centres undefined) | 102 | 104 | 102 | 9 | x | 101 | 101 | -2 | -20 | 107 | -5
Cc1cc(C(=O)NCC(=O)OCC(=O)N(C2CCCCC2)C2CCCCC2)ccc1[N+](=O)[O-] | 102 | 103 | 103 | 2 | -16 | 99 | 102 | -2 | -5 | 103 | 4
CCn1c(CSc2nc(C)cc(C)n2)nnc1SCC(=O)Nc1cccc2ccccc12 | 99 | 101 | 101 | 37 | -4 | 99 | 99 | -2 | 1 | 105 | 4
COc1cccc(NC(=O)COC(=O)c2nc3nccc(C)n3n2)c1 | 97 | 103 | 101 | 39 | -4 | 99 | 98 | -5 | -4 | 103 | 12
CC(=O)c1c(C)[nH]c(C(=O)NC2CCCCC2)c1C | 104 | 104 | 103 | 11 | 3 | 102 | 99 | 26 | -37 | 103 | -6
O=C(O)CC1(c2ccccc2)C(=O)c2ccccc2C1=O | 92 | 97 | 99 | 4 | -12 | 97 | 99 | -8 | -3 | 102 | 12
CCN(CC)CCCNC(=O)C1CCC(=O)N(c2ccc(OC)cc2)C1c1ccc(F)cc1 (centres undefined) | 101 | 104 | 105 | 18 | x | 104 | 100 | -1 | -27 | 105 | -12
Cc1ccccc1-c1nc(CS(=O)CC(=O)NCCN2CCN(Cc3ccccc3)CC2)c(C)o1 (centres undefined) | 102 | 101 | 101 | 10 | -6 | 102 | 97 | 0 | -28 | 99 | 1
Cn1cccc1/C=N/n1c(-c2ccc(Cl)cc2Cl)n[nH]c1=S | 95 | 93 | 96 | 12 | 2 | 92 | 88 | -5 | -2 | 88 | 8
CC(Sc1nnnn1C)C(=O)Nc1ccc(N2CCOCC2)cc1 (centres undefined) | 98 | 102 | 99 | 6 | x | 98 | 98 | 0 | -19 | 102 | 17
COC(=O)c1c(C)[nH]c(-c2csc(N)n2)c1C | 96 | 92 | 97 | 19 | x | 94 | 99 | 0 | -33 | 98 | 23
O=C1c2ccccc2C(Nc2ccc3c(c2)OCCO3)N1Cc1ccco1 (centres undefined) | 99 | 105 | 103 | 9 | x | 100 | 102 | 2 | -22 | 110 | 23
Brc1ccc(-c2cnco2)cc1 | 95 | 94 | 95 | 3 | 18 | 94 | 94 | 0 | -4 | 97 | 20
CCC(=O)Oc1ccc(C/C(=N\O)c2ccc(O)cc2O)o1 | 96 | 97 | 97 | 3 | -7 | 99 | 97 | -1 | -16 | 101 | 20
N#CC1=C(N)NC(SCc2ccc(Br)cc2)=C(C#N)C12CCCCC2 | 102 | 102 | 105 | 24 | x | 102 | 101 | 0 | -8 | 108 | 24
Clc1ccc(/C=N/Nc2ccccn2)cc1 | 94 | 99 | 95 | 19 | -6 | 97 | 95 | 0 | -23 | 98 | 12
O=C(CNCc1cccc2ccccc12)Nc1ccccc1[N+](=O)[O-] | 101 | 93 | 96 | 12 | 6 | 97 | 93 | 1 | -6 | 97 | 8
Cc1cccc(N2CCN(C(=O)CN3C(=O)C4CC=CCC4C3=O)CC2)c1C (centres undefined) | 95 | 97 | 93 | 14 | -19 | 97 | 96 | -2 | 3 | 94 | 9
COc1cc(S(=O)(=O)N2CCN(c3ccccc3F)CC2)c(OC)cc1Cl | 97 | 102 | 99 | 5 | x | 100 | 99 | 1 | 4 | 104 | 15
C=CCn1c(SCc2nc(N)nc(N3CCCCC3)n2)nnc1-c1ccco1 | 101 | 104 | 100 | 7 | x | 100 | 99 | 0 | -5 | 103 | -4
CCc1ccc2c(c1)C(c1ccc([N+](=O)[O-])cc1)=NNC(c1ccc(C)cc1)=N2 | 95 | 102 | 102 | 13 | 22 | 100 | 101 | -4 | -6 | 106 | 29
COc1ccc(NC(=O)CCC(=O)OC(C(=O)c2ccccc2)c2ccccc2)cc1 (centres undefined) | 98 | 100 | 99 | 55* | 11 | 100 | 98 | -7 | 17 | 103 | 5
CC(=O)c1cccc(NC(=O)N2CCCC2C(=O)Nc2ccc3c(c2)OCO3)c1 (centres undefined) | 97 | 100 | 97 | 10 | -2 | 98 | 97 | 0 | -28 | 101 | 4
CCOC(=O)CC(NC(=O)Cc1ccc(F)cc1)c1ccccc1Cl (centres undefined) | 101 | 100 | 97 | 15 | x | 93 | 97 | -1 | -15 | 101 | 13
O=C(O)[C@H]1CCC(=O)N1Cc1ccco1 | 97 | 100 | 98 | 8 | 6 | 98 | 97 | -3 | -35 | 98 | 6
Nc1nc(-c2ccco2)cs1 | 94 | 101 | 98 | 6 | x | 97 | 99 | -2 | -47 | 100 | 20

2 records drawn at random from the list so far, as already listed:
SMILES | Rab7 wt modul | Cdc42 wt GTP | HRas wt GTP bind | Avidin bead fluor | Pf gamet viab | Rab2A wt mod | Rac1 mut GTP | Mcl-1 Bim block | Mcl1-Bid inh | Rac1 wt GTP bind | Mcl1-Noxa inh
COc1ccc(NC(=O)CCC(=O)OC(C(=O)c2ccccc2)c2ccccc2)cc1 (centres undefined) | 98 | 100 | 99 | 55* | 11 | 100 | 98 | -7 | 17 | 103 | 5
CCc1ccc2c(c1)C(c1ccc([N+](=O)[O-])cc1)=NNC(c1ccc(C)cc1)=N2 | 95 | 102 | 102 | 13 | 22 | 100 | 101 | -4 | -6 | 106 | 29

High-throughput results deposited in PubChem by several laboratories.
